# Bioassay records from PubChem BioAssay.
# GBA enhancer: glucocerebrosidase activity enhancement. 30,000 tested, 0.44% active. P04062. L444P Gaucher fibroblasts, 4-MU-glucoside fluorescence, 3 days. activation, % at 10 µM; in the data active means activation above about 65%;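 further: 0% = vehicle wells and 100% = positive control wells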
# Target sequence (P04062 whole entry L483P): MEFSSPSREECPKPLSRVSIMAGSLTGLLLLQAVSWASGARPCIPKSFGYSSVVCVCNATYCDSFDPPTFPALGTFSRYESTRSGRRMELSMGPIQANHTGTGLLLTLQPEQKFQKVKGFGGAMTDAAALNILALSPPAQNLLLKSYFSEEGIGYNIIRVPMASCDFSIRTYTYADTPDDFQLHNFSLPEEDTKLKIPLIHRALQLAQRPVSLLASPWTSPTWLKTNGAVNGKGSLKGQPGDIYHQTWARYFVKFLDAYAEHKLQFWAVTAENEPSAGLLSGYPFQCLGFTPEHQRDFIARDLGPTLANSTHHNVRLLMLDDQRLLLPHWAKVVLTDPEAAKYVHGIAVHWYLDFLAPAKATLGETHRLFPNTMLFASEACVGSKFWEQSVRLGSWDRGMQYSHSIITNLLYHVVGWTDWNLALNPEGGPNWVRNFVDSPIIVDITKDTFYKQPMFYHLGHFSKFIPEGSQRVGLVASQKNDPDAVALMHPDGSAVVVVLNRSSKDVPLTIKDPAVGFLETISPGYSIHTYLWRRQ
# * marks the source's active call; other numbers are inactive results. An excerpt (hit frequency here may not be typical).
Molecule	GBA enhancer
Cc1ccc(Cl)cc1N1CCN(C(=O)c2ccc(NS(=O)(=O)c3c(C)noc3C)cc2)CC1	5.0
Cc1ccc(S(=O)(=O)N2CCN(C3CCN(Cc4ccccc4)CC3)CC2)cc1	-15.2
O=C(Cn1nc(-c2ccc(Cl)cc2)ccc1=O)N1CCN(c2ccccc2)CC1	4.3
CCOC(=O)C(C)n1cnc2c(nnn2Cc2ccc(C)cc2)c1=O (stereo not given)	1.4
Cc1nn(C)c(C)c1S(=O)(=O)NC1CCCC1	-2.5
CCCn1nnc(NC(=O)C(C)Oc2ccc(Cl)cc2Cl)n1 (stereo not given)	-3.1
CCOc1ccccc1NC(=O)Cn1nnc(C(=O)Nc2ccccc2Cl)c1N	-16.9
CCOc1cccc(-c2nnc3n2N=C(c2cc(OC)ccc2OC)CS3)c1	-23.1
Cc1[nH]c2ccccc2c1C(c1ccccn1)N1CCC(C(N)=O)CC1 (stereo not given)	0.8
CCCCOc1nc2ccccc2nc1C(C#N)S(=O)(=O)c1ccccc1 (stereo not given)	61.8
Cc1ccc2occ(C(c3nnnn3Cc3ccccc3)N3CCOCC3)c(=O)c2c1 (stereo not given)	-9.8
Cc1cc2nc(C(F)(F)F)[nH]c(=O)n2n1	-11.1
O=C(O)c1cccc(Cn2cc(Cl)cn2)c1	-7.9
Cn1c(=O)[nH]c(=O)c2c1nc(N1CCCCC1)n2CCOc1ccccc1	-43.8
CCCc1cc(C(=O)N2CCN(S(=O)(=O)c3ccc(OC)c(OC)c3)CC2)cs1	-18.5
COc1ccccc1OCCNC(=O)c1cccs1	-5.5
CC1CCN(c2ccc(NC(=O)c3cccnc3)cc2)CC1	-10.7
O=C(c1cc(-c2ccco2)nn1-c1cccc(Cl)c1)N1CCCCC1	-20.4
Cc1ccccc1-n1nnc2c(=O)oc3ccccc3c21	-9.5
CCCOC(=O)c1cc2ccccc2oc1=O	-22.4
c1ccc(-c2n[nH]c(-c3ccccn3)n2)nc1	-23.5
Cc1ccc(S(=O)(=O)N(CC(=O)NCc2ccco2)Cc2ccc(F)cc2)cc1	-9.5
COc1cccc(-n2c(SCc3c(C)noc3C)nnc2-c2cccc(S(=O)(=O)N(C)C)c2)c1	-12.1
c1ccc2c(-c3ccncc3)c[nH]c2c1	56.9
CS(=O)(=O)c1ccc(C(=O)NC2CCOC2=O)cc1 (stereo not given)	-23.4
COc1ccc(C(C)=O)cc1COC(=O)c1c(C)noc1C	-1.8
C/C(N)=C(/C#N)C(=O)CSc1nnc(Nc2cccc(C)c2)s1	7.6
CCOC(=O)C1CCc2sc(N)c(C#N)c21 (stereo not given)	-27.3
Cc1nn(Cc2ccccc2Cl)c2sc(C(=O)OC3CCCC3=O)cc12 (stereo not given)	-4.2
CCSc1nnc(NC(=O)c2cc3c(s2)CCCC3)s1	-18.6
Cc1c(C(=O)NC2CCCc3ccccc32)oc2ccc(S(=O)(=O)N3CCOCC3)cc12 (stereo not given)	-16.5
O=C(NCc1ccco1)C1CCCN1C(=O)NCc1ccccc1 (stereo not given)	-16.3
C=CCOc1cccc(C2C(C(=O)c3ccc(C)o3)=C(O)C(=O)N2Cc2ccncc2)c1 (stereo not given)	4.5
CN(C)S(=O)(=O)c1ccc(N2CCCC2)c(C(=O)Nc2ccccc2N2CCOCC2)c1	-0.9
O=C(NCCc1ccccc1)NC1CCCCC1	-18.5
COc1ccc(C(=O)CSc2nnc(C3CCCCC3)n2N)c(OC)c1	-7.5
O=C(CCn1cccc1)Nc1nccs1	10.3
COCC(=O)Nc1ccc(S(=O)(=O)NCCc2ccccc2)cc1	-16.3
CCOC(=O)CCC(=O)O[C@H]1[C@H](O[C@@H]2[C@@H](C)[C@H](O[C@H]3C[C@@](C)(OC)[C@@H](O)[C@H](C)O3)[C@@H](C)C(=O)O[C@H](CC)[C@@](C)(O)[C@H](O)[C@@H](C)C(=O)[C@H](C)C[C@@]2(C)O)O[C@H](C)C[C@@H]1N(C)C	-36.1
Cc1cc2cc(CN(Cc3ccco3)C(=O)C3CCCCC3)c(=O)[nH]c2cc1C	-44.2
COc1ccc(-n2cnnc2SCCC#N)cc1	-5.4
COC(=O)CC1Oc2ccccc2N(Cc2ccc(C)cc2)C1=O (stereo not given)	-6.5
CCOC(=O)N1CCN(C(=O)Cc2ccsc2)CC1	-8.7
Cc1cc(=O)n2nc(N3CCC(C(=O)NC4CCCc5ccccc54)CC3)sc2n1 (stereo not given)	-32.2
CCC(C)NC(=O)C1CC(c2ccc(OC)cc2)=NO1 (stereo not given)	-1.8
Nc1nc2nc(SCC(=O)N3CCCc4ccccc43)[nH]c2c(=O)[nH]1	-18.5
CN(CCc1ccccn1)S(=O)(=O)c1ccc(F)cc1	-2.2
CS(=O)c1nc(-c2ccc(Br)cc2)cc(-c2ccccc2)c1C#N (stereo not given)	0.5
COc1ccc(-c2nc3c(n2O)CCCC3=O)cc1OC	-11.7
Cc1ccc(CCNC(=O)C2CCN(S(=O)(=O)c3cccc4nsnc34)CC2)cc1	-37.0

# 5 entries drawn at random from the list so far, as already listed:
Molecule	GBA enhancer
CN(CCc1ccccn1)S(=O)(=O)c1ccc(F)cc1	-2.2
CN(C)S(=O)(=O)c1ccc(N2CCCC2)c(C(=O)Nc2ccccc2N2CCOCC2)c1	-0.9
CCOC(=O)N1CCN(C(=O)Cc2ccsc2)CC1	-8.7
O=C(CCn1cccc1)Nc1nccs1	10.3
Nc1nc2nc(SCC(=O)N3CCCc4ccccc43)[nH]c2c(=O)[nH]1	-18.5

# Next part.
Molecule	GBA enhancer
CCCCN(C(=O)NC(=O)Nc1nc2ccc(OC)cc2s1)S(C)(=O)=O	-12.2
O=C1CC(Nc2ccccc2)C(=O)N1c1ccc(N2CCOCC2)cc1 (stereo not given)	-43.5
NC(=O)CSc1nnc(-c2ccc(S(=O)(=O)N3CCCC3)cc2)n1CC1CCCO1 (stereo not given)	19.1
CCN(CC)C(=O)Cn1nc(-c2ccccc2O)nc1SCC(=O)Nc1ccc(OC)cc1	-5.2
Cc1ccccc1CNS(=O)(=O)c1ccc2c(c1)OCCO2	29.1
Cc1cc(OCC(O)CN2CCN(C)CC2)ccc1C(C)C (stereo not given)	-10.1
Cn1c(N2CCOCC2)nc(-c2ccccc2)c1-c1ccccc1	-10.7
Cc1ccc(-c2nc(C3CCN(S(=O)(=O)c4ccc(C(F)(F)F)cc4)CC3)no2)cc1	-31.2
Cc1ccccc1NC(=O)Cn1cnc2c(oc3ccccc32)c1=O	-35.5
COC(=O)c1ccccc1NC(=O)Cn1c(-c2nonc2N)nc2ccccc21	24.0
NS(=O)(=O)c1ccc(CCNC(=O)CNC(=O)C2CCCCC2)cc1	20.6
Cn1c(SCC(=O)N2CCCc3ccccc32)nnc1-c1ccco1	-1.0
CC(C)n1c(NCc2nc3ccccc3n2C)nc2ccccc21	-36.0
Cc1ccc(-c2nc(C#N)c(NCCc3ccccn3)o2)cc1	1.8
c1ccc(CCc2nn3c(C4COc5ccccc5O4)nnc3s2)cc1 (stereo not given)	1.3
O=C(NCC(=O)N(c1cccnc1)C(C(=O)NC1CCCCC1)c1cccnc1)c1ccco1 (stereo not given)	-12.5
COc1cccc(-c2cc(C(=O)N3CCN(c4ncccn4)CC3)c3ccccc3n2)c1	-0.9
CCCCN(C)CCNC(=O)c1c[nH]c2ccc(S(=O)(=O)N(CC)CC)cc2c1=O	9.7
COc1ccc(CCN(C)C(=O)CSc2nccn2C)cc1OC	-11.2
CCOC(=O)CC(NS(=O)(=O)c1ccc(NC(C)=O)cc1)c1ccc(OCC)cc1 (stereo not given)	-14.4
Cn1c(SCC(=O)N2CCOCC2)nc2sc3c(c2c1=O)CCCC3	31.6
CCn1cc(C(=O)Nc2ccccc2C(=O)OC)c(=O)c2ccc(C)nc21	4.1
O=C(CC1CCCCC1)Nc1c2c(nn1-c1ccc(F)cc1)CS(=O)(=O)C2	-3.6
O=C(NCc1ccccc1)C1CCN(C(=O)NCc2ccccc2)CC1	-11.8
CCOC(=O)C(C)Sc1nc2c(cnn2-c2ccc(C)cc2)c(=O)[nH]1 (stereo not given)	-16.4
CCC(=O)N1CCc2cc(S(=O)(=O)CCC(=O)NCCc3ccc(OC)c(OC)c3)ccc21	41.2
CN1CCN(S(=O)(=O)c2cccc(C(=O)Nc3sc4c(c3C(N)=O)CCCC4)c2)CC1	-8.6
COc1ccc(CCn2c(N)c(C#N)c3nc4ccccc4nc32)cc1OC	2.6
COc1ccccc1OCc1nc2c3c(-c4ccccc4)c(-c4ccccc4)oc3ncn2n1	5.0
CS(=O)(=O)N1CCN(C(=O)c2csc3ccccc23)CC1	-34.2
COc1ccc2c(c1)n([O-])c1c([n+]2=O)CCC1	-13.7
CN(C)c1ccnc2sc3c(=O)n(-c4ccccc4)cnc3c12	4.6
Cn1c(N)c(C(=O)NCc2ccccc2)sc1=S	11.1
CCOCCCNC(=O)CCNC(=O)c1cc(OC)c(OC)c(OC)c1	-13.0
Cc1ccc(S(=O)(=O)Cc2cccc(C(=O)N3CCOCC3)c2)cc1	-11.8
O=c1c2ccccc2ncn1C1CCCCC1	-4.0
CC1=C(C#N)C(c2cn(-c3ccccc3)nc2-c2cccs2)C(C#N)=C(C)N1	-24.8
CCOC(=O)C1CCN(Cc2c(F)cccc2Cl)CC1	2.0
COc1cc(C(=O)NCc2nnc(SCC(=O)N3CCCCC3)o2)cc(OC)c1OC	-33.6
CCOC(=O)C1=C(N2CCCCC2)c2cc3c(n2C1=O)CCCC3	13.3
COc1ccc(OC)c(S(=O)(=O)Nc2cccc(C(C)=O)c2)c1	-13.3
O=C(NC1=NCCS1)c1cccc(S(=O)(=O)N2CCCCC2)c1	-49.7
O=S(=O)(c1ccc2c(c1)C(=NO)c1cc(S(=O)(=O)N3CCCCC3)ccc1-2)N1CCCCC1	-96.9
CNC(=O)c1c(C)nc(SCC(=O)NCc2ccc(OC)cc2)c(C#N)c1-c1ccco1	9.2
CN(c1ccc(C(=O)N2CCCCC2)cc1)S(C)(=O)=O	10.2
CCOC(=O)c1cc(-c2ccc(/C=N\n3cnnc3)o2)ccc1Cl	4.3
CCCOc1ccc(C(=O)Nn2c(C)nc3ccccc3c2=O)cc1	-4.0
COc1cc2nc(NCCN3CCOCC3)n3nc(-c4ccccc4)nc3c2cc1OC	4.2
CCOC(=O)c1nnn(-c2nonc2N)c1COc1cc(C)c(Cl)c(C)c1	10.2
O=C(NCC1CCCO1)c1cc2c(s1)CS(=O)(=O)C2 (stereo not given)	-5.6

# Laid out differently: 3 of the compounds above
CCOC(=O)C1=C(N2CCCCC2)c2cc3c(n2C1=O)CCCC3
- GBA enhancer: 13.3

CNC(=O)c1c(C)nc(SCC(=O)NCc2ccc(OC)cc2)c(C#N)c1-c1ccco1
- GBA enhancer: 9.2

Cn1c(N)c(C(=O)NCc2ccccc2)sc1=S
- GBA enhancer: 11.1

# The list continues.
Molecule	GBA enhancer
CSc1nc(SC)c2c3c(oc2n1)COC(C)(C)C3	-27.9
c1ccc(Cn2c(SCc3nc4ccccc4s3)nnc2-c2ccco2)cc1	127.2*
O=C(O)C1CC=CCC1C(=O)Nc1ccc(F)c(F)c1 (stereo not given)	2.8
O=C(c1ccc2snnc2c1)N1CCCC1	-3.0
Cc1ccc(-n2c(C)cc3c2CCCC3=O)cc1	-33.3
CC(C)Cc1nnc(NC(=O)CCC(=O)N2CCOCC2)s1	-8.6
Cc1cc(C(F)(F)F)nc(SCc2ccc(C(=O)O)o2)n1	-0.3
COc1ccc(-c2noc(CN3CCC(Cc4ccccc4)CC3)n2)cc1	8.9
COc1ccc(C)cc1S(=O)(=O)Nc1ccc(F)cc1	-17.2
CC(C)C(c1nnnn1C1CCCCC1)N1CCc2ccccc2C1 (stereo not given)	-0.2
O=C(NCc1ccccc1)c1ccc(CN2CCOCC2)cc1	-4.1
CCc1ccc(NC(=O)c2cc(C(C)C)on2)cc1	-55.7
Cc1cn(-c2ccc(Br)cc2)[nH]c1=O	-10.9
CC(C)C1N=C2c3ccccc3N=C(SCc3cc(=O)n4ccccc4n3)N2C1=O (stereo not given)	9.2
Cc1cc(C(F)(F)F)nn1-c1nc(-c2ccco2)cc(C(F)(F)F)n1	-52.7
CCOc1ccccc1NC(=O)CN(C)S(=O)(=O)c1cccc2nsnc12	-55.5
CCOc1cc(C2C(C(=O)N3CCCCC3)=C(C)NC3=C2C(=O)CCC3)cc(Br)c1O (stereo not given)	-4.6
COc1ccccc1N1CCN(CC(=O)c2c(C)n(C)c3ccccc23)CC1	-13.5
CC(=O)C1C(c2ccccc2OC(F)F)NC(=O)NC1(O)C(F)(F)F (stereo not given)	2.2
CCCc1cc(=O)n2[nH]c(Cc3ccccc3)nc2n1	-30.4
CCOc1ccccc1NC(=O)c1ccc(F)c(S(=O)(=O)N2CCC3(CC2)OCCO3)c1	-4.8
COc1ccc(OC)c(NC(=O)CN(c2ccc(OC)c(Cl)c2)S(C)(=O)=O)c1	-21.6
CSCCC(NS(=O)(=O)c1ccc2c(c1)OCCO2)C(=O)NCCc1ccccn1 (stereo not given)	-4.4
CCN(C(=O)CN1CCN(c2ccc(O)cc2)CC1)c1c(N)n(Cc2ccccc2)c(=O)[nH]c1=O	-16.6
COc1ccc(-n2ncc3c(NCCCN4CCOCC4)ncnc32)cc1	6.0
c1ccc(Cn2c(CNc3nc4ccccc4n3CCN3CCOCC3)nc3ccccc32)cc1	-20.6
CC1(C)C2CCC1(C)C(NC1=NCCC1)C2 (stereo not given)	16.4
CC(Oc1ccc(Cl)cc1Cl)C(=O)NC1CCSC1=O (stereo not given)	-50.8
Cc1cccc(-c2noc(CN(C)S(=O)(=O)c3cc(Cl)ccc3Cl)n2)c1	5.5
